# GalR3 antag: human GalR3 antagonism; O60755; HEK293 GalR3-CNG cAMP membrane potential fluorescence; galR3 body fused to GalR1 C-terminus; inhibition, % at 3 µM; 360,000 tested, 0.44% active; AID 651719;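 active means inhibition above the screen-wide average plus 3 SD, cut at about 13% in these data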;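 further: forskolin and galanin both at EC90 stimulate the cells; cAMP rise reported by CNG channel membrane potential dye signal; 0% = forskolin plus galanin with DMSO and 100% = forskolin alone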
# Target sequence (O60755 1-299 limits assumed): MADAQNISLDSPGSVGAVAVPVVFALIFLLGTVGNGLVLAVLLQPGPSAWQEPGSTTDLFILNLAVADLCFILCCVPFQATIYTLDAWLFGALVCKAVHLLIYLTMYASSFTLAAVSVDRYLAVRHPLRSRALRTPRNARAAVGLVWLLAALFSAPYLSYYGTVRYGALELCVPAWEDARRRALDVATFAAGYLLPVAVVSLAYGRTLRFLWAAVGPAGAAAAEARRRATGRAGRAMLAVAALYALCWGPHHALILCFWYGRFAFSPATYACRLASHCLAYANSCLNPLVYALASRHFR
# SUMO HTRF inh: blocks human SUMOylation mediated by UBC9. 290,000 tested, 0.36% active. P63279. HTRF SUMOylation assay, SAE1/SAE2 + UBC9, in vitro. inhibition, % at 35 µM; in the data active means inhibition above about 50%, passing the limit was not always enough; further: strong numbers were not always called active
# Target sequence (P63279 whole entry, looked up): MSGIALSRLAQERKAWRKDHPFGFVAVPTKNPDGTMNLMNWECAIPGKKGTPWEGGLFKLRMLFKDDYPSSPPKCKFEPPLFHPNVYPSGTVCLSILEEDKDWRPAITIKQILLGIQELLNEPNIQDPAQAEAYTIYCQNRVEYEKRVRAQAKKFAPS
# MEKK3 PB1 HTS: MEKK3-MEK5 PB1 interaction, increase or decrease | Q99759 | bead-based flow cytometry, Alexa488-MEK5 binding to MEKK3; actives lie on both sides; 0 = blocked by unlabeled MEK5, 100 = vehicle | binding response (% of control), % at 10 µM | 290,000 tested, 1.4% active | AID 1529;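 active means binding response more than 3 SD above or below the average of its plate-row segment, actives on both sides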;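 further: Alexa488 bead fluorescence after subtracting the streptavidin-only scavenger bead signal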
# Target sequence (Q99759 whole entry, looked up): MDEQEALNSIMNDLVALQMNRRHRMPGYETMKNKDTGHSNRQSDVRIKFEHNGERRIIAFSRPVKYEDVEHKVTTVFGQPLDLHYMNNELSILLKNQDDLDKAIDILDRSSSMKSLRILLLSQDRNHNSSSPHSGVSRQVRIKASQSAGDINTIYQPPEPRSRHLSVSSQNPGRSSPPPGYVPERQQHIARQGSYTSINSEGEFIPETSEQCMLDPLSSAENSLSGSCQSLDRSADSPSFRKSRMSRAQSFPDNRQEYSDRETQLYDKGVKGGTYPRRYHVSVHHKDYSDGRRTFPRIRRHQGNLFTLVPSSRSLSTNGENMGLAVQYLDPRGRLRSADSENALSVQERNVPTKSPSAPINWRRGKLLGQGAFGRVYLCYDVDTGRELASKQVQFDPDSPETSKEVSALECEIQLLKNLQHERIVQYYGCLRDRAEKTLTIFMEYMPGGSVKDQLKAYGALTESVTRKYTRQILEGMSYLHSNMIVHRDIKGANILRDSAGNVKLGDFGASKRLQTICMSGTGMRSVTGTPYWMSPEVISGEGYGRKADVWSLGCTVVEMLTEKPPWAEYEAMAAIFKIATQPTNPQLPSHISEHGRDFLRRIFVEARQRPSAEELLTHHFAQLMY
# DNA FID counter: displaces DNA intercalator in HCV helicase counter-screen; DNA fluorescent intercalator displacement, fluorescence; 290,000 tested, 0.17% active; inhibition, % at 7.9 µM; in the data active means inhibition above about 37%;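 further: 0% = vehicle and 100% = reference compound; higher means more ethidium bromide displaced from hairpin DNA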
# CRFR2-BP antag: CRF-BP/CRF-R2 complex antagonism; HEK293 CRF-R2/CRF-BP, CRF-induced calcium fluorescence; inhibition, % at 11.8 µM; 350,000 tested, 0.59% active; AID 588475;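 active means inhibition of the ligand-induced calcium signal above about 50% at the single tested concentration, limit read from the data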
# HCV NS3 hel inh: HCV NS3 helicase inhibition; NS3 helicase DNA unwinding, Cy5 molecular beacon fluorescence; inhibition, % at 10.9 µM; 290,000 tested, 0.56% active; AID 1800;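 active means inhibition above the mean of all tested compounds plus 3 SD, set per campaign, cut at about 35% in these data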;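 further: 0% = DMSO wells and 100% = thioflavine S control wells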
#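 Test system: hepatitis C virus NS3 helicase domain fragment enzyme. Also added: annealed dual-labelled DNA beacon duplex, ATP-started. Timing: 60 min unwinding reaction at 25 °C after ATP addition. Technique: Cy5 fluorescence. Measure: % inhibition of unwinding.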
# MEKK2 WT-MEK5: raises or lowers MEK5 binding to wildtype human MEKK2 PB1 domain; Q9Y2U5; bead flow cytometry, Alexa488-MEK5 binding to MEKK2 WT; actives lie on both sides; binding response (% of control), % at 10 µM; 290,000 tested, 1.1% active; in the data active means binding response below about 67% or above about 130%
# CRFR2-BP ag: CRF-BP/CRF-R2 complex agonism | HEK293 CRF-R2/CRF-BP, calcium dye fluorescence (FLIPR); percent of saturating CRF peptide response | 350,000 tested, 0.46% active | activation, % at 13.2 µM | AID 588473;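 active means activation of at least 50%, plus an integration ratio under a set limit after plate pattern correction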;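 further: plate controls were neutral control wells without compound for no effect and CRF at EC100 for full effect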
# MEKK2mut PB1 HTS: signal of MEK5 binding to mutant human MEKK2 PB1 domain; 290,000 tested, 0.35% active; percent response, % at 10 µM; bead flow cytometry, Alexa488-MEK5 binding to MEKK2 mutant; AID 1530; in the data active means percent response above about 24%, passing the limit was not always enough; further: inactives centre near 1; some results filed as inactive read as strong as hits; reference of the scale not given here
# Active calls of the source: *; / = no result given; [ ] = remark or other dose.
SMILES,GalR3 antag,SUMO HTRF inh,MEKK3 PB1 HTS,DNA FID counter,CRFR2-BP antag,HCV NS3 hel inh,MEKK2 WT-MEK5,CRFR2-BP ag,MEKK2mut PB1 HTS
CCN(CC)CCCC(C)NC(=O)c1cc(=O)c2ccccc2o1 (centres undefined),0,0,89,-6,11,-6,95,-1.0,-7
CCN1CCN(C(=O)CCc2nnc(CCCCc3ccccc3)o2)[C@@H](C)C1=O,-6,1,95,-23,1,1,92,6.6,-8
C[N+](C)(C)CCCN1C(=O)CCCC1=O,-4,7,104,-3,-2,4,108,0.1,5
COc1cccc(OCC(=O)NNC(=O)c2cnccn2)c1,3,-4,2.0*[inhibitor],-4,-4,-2,2.0*[inhibitor],-1.5,-15
COCCN(Cc1ccco1)C(=O)Cn1ncc2c(=O)oc3ccccc3c21,-4,8,80,-7,35,3,81,-2.6,-5
COC(=O)CCNc1n[nH]c(=O)[nH]c1=O,-3,14,106,4,3,0,108,-2.6,-1
CCC1CCCCN1C(=O)CCS(=O)(=O)c1ccc2c(c1)CCN2C(C)=O (centres undefined),-7,14,102,-24,0,3,100,6.7,3
O=C(c1cc(-c2cccs2)on1)N1CCOCC1,-3,22,99,-1,-3,0,104,0.8,10
CCNS(=O)(=O)c1ccc(C)c(-n2cnnn2)c1C,-5,7,96,-1,3,-3,95,0.1,3
O=C(COC(=O)c1cnccn1)c1ccc(Br)cc1,-3,13,110,8,-4,-6,113,-0.6,4
Cc1cc(-c2nnc(SCCC(=O)Nc3ccccc3)o2)no1,-3,1,99,-14,-2,3,100,-0.8,-3
COc1ccc(OC)c(C2C(C(C)=O)=C(C)Nc3ncnn32)c1 (centres undefined),-3,11,99,-2,3,8,96,-3.1,-4
O=C(O)CN1C(=O)CSc2ccccc21,-1,16,103,-9,4,2,108,-0.1,3
O=C(C1=C[C@H](C2CC2)C[C@H](OCc2ccc(CO)cc2)O1)N1CCOCC1,-3,11,104,-16,-2,3,109,-0.7,13
Cc1ccc(C)c(OCC(=O)Nc2ccccc2C(=O)NC2CC2)c1,2,4,97,-21,11,-7,93,4.7,-6
C/C(Cl)=C\Cn1c(Nc2cccc(C)c2)nc2c1c(=O)n(C)c(=O)n2C,-3,-9,99,-7,-10,1,100,-0.1,1
Cc1ccc(CNC(=O)C(=O)NCC2OCCCN2S(=O)(=O)c2cccs2)cc1 (centres undefined),-1,-1,102,-26,7,12,102,-0.6,6
COC(=O)Cn1c(CN(Cc2ccccc2)Cc2ccccc2)nc2c1c(=O)[nH]c(=O)n2C,-6,-10,104,-35,-33,-2,107,-0.8,6
COc1ccc(CCCC(=O)N/N=C/c2cccc(OC)c2O)cc1C,-1,-15,104,-22,-42,-17,93,-3.7,4
CC(=O)Nc1ccccc1NC(=O)c1ccc(C)cc1C,1,-25,102,-1,-1,-3,101,-2.4,1
CC(C)N(Cc1cnn(C)c1)Cc1nc(COc2ccccc2)no1,-7,9,105,-16,-15,-3,106,-1.7,-2
O=C(CC1CCCC1)Nc1ccc2c(c1)CCC2,-4,12,103,-5,-19,39*,104,-1.1,5
CC12CC3CC(C)(C1)CC(C(=O)NNC(=O)c1ccncc1)(C3)C2,-1,14,103,-17,66*,-3,107,0.2,3
Nn1c(SCC(=O)Nc2ccccc2F)nc2ccccc2c1=O,-8,15,105,-4,-2,6,109,-5.2,6
O=C(c1cccnc1)N1CCC(c2nc3ccccc3[nH]2)CC1,-6,23,103,-4,/,0,103,/,8
COc1cccc(C(=O)NCCCNC(=O)c2cccnc2)c1,-8,1,101,-9,-10,11,97,0.4,5
CC(O)CNc1nc2c(c(=O)n(Cc3ccc(Cl)cc3)c(=O)n2C)n1C (centres undefined),-7,14,104,-10,2,-7,107,-1.6,21
CCOC(=O)c1nnc(-c2ccc(C)cc2)nc1Oc1ccc(Cl)cc1Cl,-2,-13,105,1,14,3,102,-0.2,2
Cc1ccc2[nH]c(=O)c(CN(Cc3cccs3)C(=S)NCc3ccco3)cc2c1,-3,-10,130*,-8,-10,9,100,0.0,1
COc1cccc(C(=O)NCCCNC(=O)c2ccco2)c1,-1,-5,102,-1,-10,6,100,0.7,-5
CCn1c(SCC(=O)N2c3ccccc3Sc3ccccc32)nc2c1c(=O)n(C)c(=O)n2C,0,5,105,/,-2,/,102,1.1,8
COc1cc(C)ccc1OCCCOc1ccccc1Cl,-6,12,96,-7,2,-6,96,0.1,3
COc1ccc(S(=O)(=O)N2CCN(C)CC2)cc1Br,-6,-13,103,-3,8,-1,101,-0.4,1
COc1ccc(F)cc1S(=O)(=O)NC1CCCC1,/,-6,95,-1,1,0,99,6.4,0
Fc1ccc(NC(=S)NCc2ccccc2)cc1,-10,2,110,-4,7,0,111,-1.1,11
CCC(=O)Nc1nc(C)c(-c2csc(Nc3cccc(O)c3)n2)s1,-7,4,102,2,7,-12,104,-0.6,2
Nc1cc(-c2cccc([N+](=O)[O-])c2)[nH]n1,-4,9,99,7,6,17,107,5.9,12
COc1cc(CN2CCN(Cc3cccc(OC)c3OC)CC2)cc(OC)c1,-7,4,99,18,2,13,101,-0.5,8
O=C(Cn1cc(C(=O)C(F)(F)F)c2ccccc21)N1CCOCC1,0,5,88,2,-12,0,96,-1.6,-5
CCOc1ccc(S(=O)(=O)N2CCc3ccccc3C2)cc1,-2,19,93,-13,9,-1,95,-2.1,-4
Cc1cc(C(=O)CSc2nnnn2-c2ccccc2)c(C)n1-c1ccc2c(c1)OCO2,2,41,112,-12,18,37*,106,0.2,-1
O=C1CC(c2ccc(Cl)cc2)SC(N(c2ccccc2)c2ccccc2)=N1 (centres undefined),-5,3,97,-1,114*,7,87,-0.2,-3
Cc1cccc(CCNC(=O)C2CCCN(S(=O)(=O)c3cnc[nH]3)C2)c1 (centres undefined),0,-3,111,-1,-8,4,112,1.7,4
CCCn1c(=O)n(C)c(=O)c2c(SCC(=O)NCC(c3ccccc3)N(C)C)nc(CC(C)C)nc21 (centres undefined),-1,9,97,25,7,-51,103,-0.8,1
CCCCOCCCNC(=O)c1ccc(NC(C)=O)cc1,-5,7,104,-3,-10,-5,104,-1.2,2

# 4 records picked at random from the list so far:
SMILES,GalR3 antag,SUMO HTRF inh,MEKK3 PB1 HTS,DNA FID counter,CRFR2-BP antag,HCV NS3 hel inh,MEKK2 WT-MEK5,CRFR2-BP ag,MEKK2mut PB1 HTS
Cc1cc(C(=O)CSc2nnnn2-c2ccccc2)c(C)n1-c1ccc2c(c1)OCO2,2,41,112,-12,18,37*,106,0.2,-1
O=C(Cn1cc(C(=O)C(F)(F)F)c2ccccc21)N1CCOCC1,0,5,88,2,-12,0,96,-1.6,-5
CCn1c(SCC(=O)N2c3ccccc3Sc3ccccc32)nc2c1c(=O)n(C)c(=O)n2C,0,5,105,/,-2,/,102,1.1,8
COc1ccc(S(=O)(=O)N2CCN(C)CC2)cc1Br,-6,-13,103,-3,8,-1,101,-0.4,1

# (next part)
SMILES,GalR3 antag,SUMO HTRF inh,MEKK3 PB1 HTS,DNA FID counter,CRFR2-BP antag,HCV NS3 hel inh,MEKK2 WT-MEK5,CRFR2-BP ag,MEKK2mut PB1 HTS
COc1cccc(CN2C(=O)c3ccccc3C2C(=O)NCC2CCCO2)c1 (centres undefined),-2,-4,117,-6,2,0,115,-1.2,4
CC1=C(C)CC(C(=O)NNC(=O)c2csc(C)c2C)C(C(=O)O)C1 (centres undefined),1,5,98,-3,1,9,96,-1.1,-2
CN(C)C(=O)COC(=O)/C=C/c1cn(-c2ccccc2)nc1-c1cccs1,-4,31,98,-24,-7,-1,92,-0.2,-10
COc1cccc(CNC(=O)c2cc(S(=O)(=O)N3CCOCC3)cn2C)c1,/,-2,102,-10,27,7,95,-0.7,3
O=C(Nc1ccccc1C(=O)NC(Cc1ccccc1)C(=O)O)c1ccccc1 (centres undefined),2,-9,89,-27,4,12,75,-3.2,-14
Cc1csc(C(=O)O)c1NC(=O)c1ccc(F)cc1,-9,26,101,-4,-3,-12,102,-0.4,3
CC(C)N(Cc1nccn1C)C(=O)c1ccc(OC2CCN(C(=O)C3CC3)CC2)cc1,4,23,104,-8,0,1,99,0.5,-10
CN1C2CCC1CC(NC(=O)c1cccc(C(F)(F)F)c1)C2 (centres undefined),-3,28,107,-3,-4,5,110,4.8,17
CCC(NC(=O)c1cc(COc2ccc(Cl)cc2OC)on1)c1ccncc1 (centres undefined),-2,11,104,-35,29,-11,107,-2.1,7
O=C1CN(C(=O)COC(=O)/C=C/c2ccc(OC(F)F)cc2)c2ccccc2N1,-3,21,100,-14,19,-11,99,1.8,-2
Cc1ccc(CNC(=O)Cn2c(=O)oc3ccccc32)o1,-2,34,104,-3,2,-7,102,-1.5,3
O=C(CC1NCCc2ccccc21)Nc1ccc(Oc2ccccc2)cc1 (centres undefined),-6,3,118,2,-83,-43,160*,-3.2,25
O=C(COC(=O)c1cccnc1Cl)c1cccc(Cl)c1,-3,3,101,-3,-4,3,100,1.1,-7
Cc1c(CN2CCCCC2)c(O)n(CCO)c(=O)c1C#N,-5,37,90,-1,6,3,82,13,-8
Cc1c(-c2ccc(Cl)cc2)[n+](=O)c(-c2ccccc2)cn1[O-],-5,15,106,-1,111*,2,107,-0.4,8
COc1ccc(S(=O)(=O)N2CCC(C(=O)N3CCCCC3)CC2)cc1,-3,-10,98,-22,-47,0,95,5.2,-6
O=C1[C@H](O)[C@@H](O)C(=O)N1Cc1ccccc1,-10,21,94,-3,4,3,98,-0.1,-8
COc1ccc(CN(C(=O)CN2C(=O)c3ccccc3S2(=O)=O)C(C(=O)NCC2CCCO2)c2ccco2)cc1 (centres undefined),-3,-10,99,-42,-1,-1,99,-0.5,-2
CCOC(=O)c1[nH]c(=O)[nH]c1CSc1ccccn1,-7,11,105,-7,-6,-9,102,-1.2,0
COc1ccc(NC(=O)c2cc(-c3ccco3)on2)cc1OC,0,1,101,-16,6,2,101,-1.2,1
CCOC(=O)c1c(NC(=O)CC2SC(=NC)N(C)C2=O)sc(C)c1C (centres undefined),-6,19,98,-7,-8,-4,92,1.0,-2
O=C(c1sc2ccccc2c1Cl)N1CCN(CCc2ccccn2)CC1,-8,-14,101,-42,-3,6,103,1.1,0
C=CCn1c(SCC(=O)Nc2ccc(C(=O)O)cc2)nnc1-c1cccnc1,-1,-13,97,-2,23,5,99,3.0,2
Cc1ccc(/C=N/Nc2nc(C(C)(C)C)cs2)o1,-4,3,117,-5,-20,19,106,1.6,1
Cc1ccc(Nc2nc(N/N=C/c3c[nH]c4ccccc34)nc(N3CCOCC3)n2)cc1,-8,-38,145*,-19,-21,-77,121,-2.4,2
COC(=O)c1ccc(N2C(=O)CC(N(C)Cc3ccccc3)C2=O)cc1 (centres undefined),-3,4,96,-9,-5,0,98,-2.3,0
O=C(Nc1nnc(-c2ccccc2)o1)c1cccc(N2C(=O)CCC2=O)c1,0,-6,99,2,-3,2,98,-1.1,-2

# A run of entries taken from the entries so far, as a working copy:
SMILES,GalR3 antag,SUMO HTRF inh,MEKK3 PB1 HTS,DNA FID counter,CRFR2-BP antag,HCV NS3 hel inh,MEKK2 WT-MEK5,CRFR2-BP ag,MEKK2mut PB1 HTS
COc1ccc(S(=O)(=O)N2CCC(C(=O)N3CCCCC3)CC2)cc1,-3,-10,98,-22,-47,0,95,5.2,-6
O=C1[C@H](O)[C@@H](O)C(=O)N1Cc1ccccc1,-10,21,94,-3,4,3,98,-0.1,-8

# Only part of the results is shown, so the mix of outcomes need not match the whole.
